Bioassay records from PubChem.
PPARg SRC-2 ag = agonists of PPARg-SRC-2 recruitment, primary screen, biochemical, HTS. Peroxisome proliferator-activated receptor gamma (Homo sapiens), P37231. hit rate 0.34% among 200,000. AID 1032, 2008. PPARgamma LBD-SRC-2 recruitment. activation, % at 8 µM; in the data active means activation above about 22%;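 further: 0% = vehicle and 100% = reference agonist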
Target sequence (P37231 whole entry, looked up, the tested form may be a part): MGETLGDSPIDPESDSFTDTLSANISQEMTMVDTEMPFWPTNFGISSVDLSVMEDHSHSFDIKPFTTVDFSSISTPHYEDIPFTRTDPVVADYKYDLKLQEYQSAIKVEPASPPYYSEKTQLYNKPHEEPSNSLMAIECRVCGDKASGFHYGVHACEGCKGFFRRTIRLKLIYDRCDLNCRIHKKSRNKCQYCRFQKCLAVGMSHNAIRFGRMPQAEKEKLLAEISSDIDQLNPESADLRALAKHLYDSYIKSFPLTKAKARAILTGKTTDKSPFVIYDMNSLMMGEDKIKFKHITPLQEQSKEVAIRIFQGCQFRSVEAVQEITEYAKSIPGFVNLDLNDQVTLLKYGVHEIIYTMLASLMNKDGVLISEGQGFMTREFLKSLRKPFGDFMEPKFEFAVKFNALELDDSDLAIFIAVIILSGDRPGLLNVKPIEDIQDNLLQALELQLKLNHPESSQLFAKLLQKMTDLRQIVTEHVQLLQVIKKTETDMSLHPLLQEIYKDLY
TNAP inh no acc = human TNAP enzyme inhibitors, primary screen, biochemical, luminescent, no phosphate acceptor, uHTS. purified TNAP, CDP-star luminescence, 30 min. Alkaline phosphatase, tissue-nonspecific isozyme (Homo sapiens), P05186. hit rate 0.26% among 200,000. AID 1012, 2008. inhibition, % at 20 µM;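 active means tissue-nonspecific alkaline phosphatase inhibition above about 50% at 20 µM in the single-dose screen, limit read from the data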;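 further: 0% = DMSO negative control and 100% = EDTA positive control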
Target sequence (P05186 whole entry, looked up): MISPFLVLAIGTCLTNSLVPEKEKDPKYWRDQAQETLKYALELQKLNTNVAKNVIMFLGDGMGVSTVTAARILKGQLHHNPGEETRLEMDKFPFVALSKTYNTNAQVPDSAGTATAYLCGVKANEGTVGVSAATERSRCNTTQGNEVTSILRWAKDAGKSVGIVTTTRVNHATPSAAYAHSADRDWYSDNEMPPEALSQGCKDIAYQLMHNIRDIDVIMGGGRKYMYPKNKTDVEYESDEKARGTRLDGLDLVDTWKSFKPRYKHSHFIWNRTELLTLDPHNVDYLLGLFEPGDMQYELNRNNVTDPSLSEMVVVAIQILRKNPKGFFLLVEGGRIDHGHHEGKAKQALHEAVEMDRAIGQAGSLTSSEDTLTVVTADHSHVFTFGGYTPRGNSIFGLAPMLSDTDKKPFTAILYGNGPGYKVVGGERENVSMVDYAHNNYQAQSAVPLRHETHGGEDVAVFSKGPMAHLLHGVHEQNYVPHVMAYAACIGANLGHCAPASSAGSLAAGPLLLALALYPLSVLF
TNAP inh hi DEA = human TNAP enzyme inhibitors, primary screen, biochemical, luminescent, high phosphate acceptor level, uHTS. purified TNAP, CDP-star luminescence, 1 M DEA. inhibition, % at 20 µM. AID 1135, 2008. Alkaline phosphatase, tissue-nonspecific isozyme (Homo sapiens), P05186. hit rate 0.03% among 200,000;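 active means over 50% inhibition of tissue-nonspecific alkaline phosphatase at 20 µM in the single-dose screen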;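 further: plate controls were DMSO wells for no effect and EDTA-quenched wells as full inhibition for full effect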
PPARg SRC3 recr = PPARgamma agonists recruiting SRC-3 coactivator, primary screen, biochemical; AID 731, 2007; activation, % at 8 µM; biochemical PPARgamma/SRC-3 coactivator recruitment assay; hit rate 0.26% among 200,000; in the data active means activation above about 23%;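 further: 0% = DMSO and 100% = reference agonist; some compounds past the cut are filed as inactive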
Efa HMGR inh = inhibitors of E. faecalis class II HMGR, primary screen, biochemical, Enterococcus faecalis; inhibition, % at 10 µM; AID 1066, 2008; HMG-CoA reductase (Enterococcus faecalis, mvaE); purified E. faecalis HMGR, NADPH absorbance 340 nm kinetic; hit rate 0.41% among 190,000;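 active means inhibition above a set limit, the median over all tested compounds plus 3 SD, cut at about 9.5% in these data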;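 further: enzyme runs in reverse so mevalonate oxidation gives rising NADPH absorbance; 0% = complete reaction with DMSO and 100% = background rate lacking mevalonate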
bIAP inh = bovine intestinal alkaline phosphatase inhibitors, primary screen, selectivity assay for TNAP inhibitor project, biochemical, bovine IAP, CDP-star luminescence; alkaline phosphatase, intestinal [Bos taurus]; purified bovine IAP, 30 min; inhibition, % at 20 µM; 190,000 tested, under 10 active; AID 1019, 2008;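 active means over 50% inhibition of intestinal alkaline phosphatase at 20 µM in the single-dose screen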
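Assay system – bovine IAP enzyme · Quantity – bovine IAP at 1/65,000,000 final dilution · Detection – CDP-star luminescence signal · Times – 30 min reaction at room temperature · Also added – CDP-star substrate at 30 µM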
TR-FRET SRC-2 ct = TR-FRET signal artefacts, primary screen, artefact control for PPARgamma SRC-2 agonist project, biochemical. TR-FRET ratio at 8 µM. TR-FRET artefact counter-screen; active compounds read high. hit rate 0.4% among 200,000; in the data active means TR-FRET ratio above about 2000; further: inactives centre near 1500
TNAP act hiacc = TNAP activators at high phosphate acceptor level, primary screen, biochemical, luminescence, uHTS | Alkaline phosphatase, tissue-nonspecific isozyme (Homo sapiens), P05186 | purified TNAP, CDP-star luminescence, 1 M DEA, 30 min; active compounds read high; 0 = EDTA background, 1 = DMSO-only activity | activation factor at 20 µM | 200,000 tested, under 10 active;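 active means activation factor at least 2 at 20 µM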
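Measured by: Luminescent substrate turnover signal | Test system: Human TNAP | Input: TNAP 1/800 final | Dosing: 20 µM single point | Schedule: 30 min, room temperature | Controls: EDTA wells as negative control, DMSO wells as positive control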
bIAP activator = bovine intestinal alkaline phosphatase activators, primary screen, biochemical, bovine IAP, CDP-star luminescence; AID 1016, 2008; activation factor at 20 µM; purified bovine IAP, 30 min; active compounds read high; fold of DMSO-control signal, blank-subtracted; hit rate 0.17% among 200,000; alkaline phosphatase, intestinal [Bos taurus];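 active means activation factor of 2 or more at 20 µM, a signal rise over negative controls twice the positive control's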
PPARg SRC-1 ag = PPARgamma agonists recruiting SRC-1 coactivator, primary screen, biochemical; Peroxisome proliferator-activated receptor gamma (Homo sapiens), P37231; PPARgamma-SRC-1 coactivator recruitment biochemical assay; activation, % at 8 µM; hit rate 0.41% among 200,000; in the data active means activation above about 19%;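 further: 0% = DMSO and 100% = reference agonist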
Numbers without * were called inactive.

Order of results – TNAP act hiacc	bIAP activator	PPARg SRC-1 ag	PPARg SRC-2 ag	TR-FRET SRC-2 ct	TNAP inh hi DEA	Efa HMGR inh	bIAP inh	PPARg SRC3 recr	TNAP inh no acc
1: Cn1cccc1Cc1nnc(SCC(=O)Nc2ccccc2F)n1CCc1ccccc1
    1	1.1	-3.1	-1.6	1342	-1.6	-1.9	-5.1	-1.3	-15.5
2: O=C(CN1CCN(C(=O)c2ccccc2)CC1)Nc1ncc(Br)cc1Br
    1	1	-0.4	-0.9	1594	-2.7	0.8	0.2	-11.0	-9.2
3: Nc1cc(-c2ccccc2)nn1S(=O)(=O)c1ccc(F)cc1
    1.1	0.6	-7.6	-9.8	1444	-7.4	-12.4	39.9	0.6	-15.3
4: CCOc1cc(C2CC(=O)Nc3cc(C)c(C)cc32)ccc1O (stereo not given)
    1	0.9	0.1	3.3	1741	-4.4	2.9	6.6	-2.6	-10.1
5: O=C(NCCn1cc(SCc2ccccc2)c2ccccc21)c1ccccc1F
    1.1	0.7	1.3	11.7	1546	-7.0	5.4	29.3	0.8	-6.1
6: COc1ccc2nc(NC(=O)CN(C)S(=O)(=O)c3cccs3)sc2c1
    1	0.8	-7.8	-4.6	1583	-1.9	4.2	20.5	-7.4	-7.4
7: O=[N+]([O-])c1c(NCCO)cc(N2CCN(Cc3ccc4c(c3)OCO4)CC2)c2nonc12
    0.9	0.9	9.3	8.0	1715	6.3	2.8	7.9	2.4	-11.2
8: c1ccc2c(c1)Cc1cc(CN3CCOCC3)ccc1-2
    1	0.9	-0.7	0.3	1281	-4.1	-0.9	6.9	5.2	-4.5
9: COC(=O)CN(c1c(C)cccc1C)S(C)(=O)=O
    1.1	1	10.1	3.6	1554	-7.4	0.5	3.6	0.1	-12.2
10: COc1ccccc1OCCn1c(=O)n(C)c2ccccc21
    1	1.1	-4.1	2.2	1429	-3.5	-1.5	-7.7	1.6	-6.3
11: O=Nc1c(O)n(Cc2c(Cl)cccc2Cl)c2ccccc12
    1	1	4.8	-0.2	1417	-1.1	-3.9	-4.1	1.6	-17.6
12: CN(Cc1ccccc1)c1nc2c(c(=O)[nH]c(=O)n2C)n1CCCc1ccccc1
    1.1	1.2	5.5	-4.0	1647	-7.6	2.0	-22.8	0.9	-5.5
13: Cc1nn(-c2ccccc2)c2nc3c(cc12)C(=O)CCC3
    1	1	3.8	9.4	1715	1.0	-1.3	1.9	-0.9	-16.1
14: O=C(Cn1cnc2ccccc2c1=O)c1ccc(Br)cc1
    1.1	0.9	13.2	10.7	1660	-5.6	-0.9	6.0	3.6	-9.4
15: O=C(O)COc1ccccc1/C=N/NC(=O)c1cccc(S(=O)(=O)Nc2cccc(Cl)c2)c1
    1	1.2	6.6	-2.2	1506	-2.5	-1.3	-17.1	3.4	-16.1
16: CC1(c2ccccc2)CC(C)(C)N(C(=O)C2CCCO2)c2ccccc21 (stereo not given)
    1	1.1	-3.0	2.7	1304	-3.7	-1.1	-13.8	1.4	-7.3
17: CCOc1ccc(NC(=S)NC(=O)/C=C/c2ccc(C)cc2)c([N+](=O)[O-])c1
    1	1	-1.3	0.4	1451	4.0	-4.4	1.5	1.8	2.4
18: CCN(CC)C(=O)CN(c1ccc2c(c1)OCO2)S(C)(=O)=O
    1.1	0.9	8.4	6.9	1416	-6.3	2.1	8.0	-0.7	-15.4
19: Cc1csc(SCC(=O)O)n1
    1	1	2.0	-5.2	1661	-3.8	-0.2	3.5	-9.7	-8.4
20: COc1ccc(NC(=O)c2[nH]c(C)c(C(C)=O)c2C)cc1
    1.1	1.1	-2.9	-5.0	1435	-6.8	-1.3	-9.3	-0.3	-0.8
21: COc1ccc(N2CCN(CCCNC(=O)CC3Oc4ccc(C)cc4NC3=O)CC2)cc1 (stereo not given)
    1	1.1	1.8	4.5	1752	-3.2	0.0	-7.3	5.3	-11.1
22: COc1ccc(N(C(=O)c2ccn[nH]2)C(C(=O)NC(C)(C)C)c2ccc(F)cc2)cc1 (stereo not given)
    1.1	3*	0.6	4.9	1386	-6.7	-6.0	-200.7	0.0	-51.5
23: CC1CCCC(NC(=O)c2n[nH]c(=O)c3ccccc23)C1C (stereo not given)
    1	0.9	0.9	-8.5	1335	-4.1	-2.9	8.9	-4.2	-5.1
24: C=CCOC(=O)C(=O)/C=C/c1csc2ccccc12
    1	1.2	1.8	-3.1	1447	-3.4	8.5	-20.3	-2.4	-2.7
25: CC(=O)Nc1cc2c(cc1NC(=O)c1cnccn1)OCCO2
    1	1	7.4	6.7	1483	-4.8	-2.9	-0.5	6.8	-25.7
26: COc1cccc(NC(=O)C2CC(=O)N=C(N)S2)c1 (stereo not given)
    1	0.9	1.6	10.9	1691	-3.9	0.3	9.8	2.2	-8.6
27: O=C(COC(=O)c1cc(=O)[nH]c2ccccc12)Nc1nc(-c2cccc(Br)c2)cs1
    1	1	-9.6	-10.0	1373	-0.1	-0.2	-4.2	-3.3	-7.0
28: O=C(c1ccc(CS(=O)(=O)c2cccc(C(F)(F)F)c2)o1)N1CCN(c2ccccn2)CC1
    1.1	0.9	0.7	10.5	1529	-5.5	6.4	7.6	9.3	-6.1
29: CCCCOC(=O)CSc1nnc(-c2ccc(Cl)cc2Cl)o1
    1	0.8	5.7	6.6	1856	0.6	-9.6	17.6	2.6	-3.8
30: S=C(N/N=C/c1ccc2ncccc2c1)Nc1cccnc1
    1	1	-7.4	1.1	1460	-0.2	-3.5	-4.9	5.2	-46.1
31: Cn1c(=O)c2cc(S(=O)(=O)NC(C(=O)N3CCCCCC3)c3ccccc3)ccc2n(C)c1=O (stereo not given)
    1	1.1	0.5	-5.2	1659	-4.7	-2.5	-9.6	5.9	-9.6
32: O=[N+]([O-])c1cccc(-c2nnn(C34CC5CC(CC(C5)C3)C4)n2)c1
    1	1	5.3	8.3	1525	-4.6	-1.5	4.8	10.2	-8.3
33: Cc1c(NC(=O)CN2CCN(C(c3ccccc3)c3ccccc3)CC2)c(=O)n(-c2ccccc2)n1C
    1	1.2	4.5	4.3	1584	-2.1	2.6	-18.8	9.1	-11.9
34: Cc1nccn1Cc1cccc2ccccc12
    1	1.1	-7.0	-5.0	1319	4.0	1.4	-7.4	-14.2	0.6
35: COCC(C)n1c(C)cc(C(=O)CSc2nnc(Nc3ccccc3F)s2)c1C (stereo not given)
    1.1	1.1	2.2	-3.2	1449	-9.6	-7.4	-12.3	3.7	-6.6
36: [O-][N+]1=c2ccc(Nc3ccccc3)cc2=NC12CCCCC2
    0.9	0.8	23.7*	16.0	1710	13.3	-3.9	18.0	27.6*	15.6
37: CCC(c1nnc(SCC(=O)NCCc2ccc(OC)c(OC)c2)n1Cc1ccccc1)N(C)C (stereo not given)
    1	1.7	-1.7	-0.4	1574	-4.3	-3.3	-67.4	-1.2	-8.5
38: Cc1ccc(NC(=O)CCS(=O)(=O)c2ccc(Br)cc2)nc1
    1.1	1.1	-2.7	8.3	1824	-7.8	-7.4	-5.4	1.5	-11.2
39: O=C1C2CCCN2C(c2ccc(F)cc2)N1c1ccc(Cl)cc1 (stereo not given)
    1	1	-0.9	8.2	1576	0.0	-4.0	-0.8	4.1	-4.7
40: CC(C)NC(=O)c1ccc(-c2cc(C(F)(F)F)ccc2Cl)o1
    1.1	0.9	3.7	6.9	1548	-5.7	3.4	13.9	2.6	-14.4
41: CCCOc1nc2c(c(=O)n(C)c(=O)n2C)n1Cc1cccc2ccccc12
    1	0.8	0.6	1.5	1526	-4.5	-8.1	20.6	-5.2	-8.2
42: Cc1ccc(S(=O)(=O)N(C)CC(=O)N2CCCC2)cc1
    1	1.1	-1.6	1.3	1352	-3.9	-5.2	-8.1	4.1	-6.1
43: Cc1cc(NC(=O)CSc2nc(C3CCCCC3)nc3ccccc23)no1
    1	0.9	-2.0	4.8	1594	-2.5	0.2	14.0	17.9	-17.3
44: COc1cc(Cl)c(C)cc1NC(=O)c1cc(S(=O)(=O)N(C)C)ccc1N1CCCC1
    1	1	7.0	-0.6	1452	-3.6	-1.3	2.3	2.5	-4.1

Given tab-delimited: part of the list above.
no.	SMILES	TNAP act hiacc	bIAP activator	PPARg SRC-1 ag	PPARg SRC-2 ag	TR-FRET SRC-2 ct	TNAP inh hi DEA	Efa HMGR inh	bIAP inh	PPARg SRC3 recr	TNAP inh no acc
33	Cc1c(NC(=O)CN2CCN(C(c3ccccc3)c3ccccc3)CC2)c(=O)n(-c2ccccc2)n1C	1	1.2	4.5	4.3	1584	-2.1	2.6	-18.8	9.1	-11.9
34	Cc1nccn1Cc1cccc2ccccc12	1	1.1	-7.0	-5.0	1319	4.0	1.4	-7.4	-14.2	0.6
35	COCC(C)n1c(C)cc(C(=O)CSc2nnc(Nc3ccccc3F)s2)c1C (stereo not given)	1.1	1.1	2.2	-3.2	1449	-9.6	-7.4	-12.3	3.7	-6.6
36	[O-][N+]1=c2ccc(Nc3ccccc3)cc2=NC12CCCCC2	0.9	0.8	23.7*	16.0	1710	13.3	-3.9	18.0	27.6*	15.6
37	CCC(c1nnc(SCC(=O)NCCc2ccc(OC)c(OC)c2)n1Cc1ccccc1)N(C)C (stereo not given)	1	1.7	-1.7	-0.4	1574	-4.3	-3.3	-67.4	-1.2	-8.5
38	Cc1ccc(NC(=O)CCS(=O)(=O)c2ccc(Br)cc2)nc1	1.1	1.1	-2.7	8.3	1824	-7.8	-7.4	-5.4	1.5	-11.2

Rows were taken by chance. Share with any hit: about 1.6%.
